# HEK293 tox: cytotoxic in the GLP-1 receptor inverse agonist counter-screen | AID 624418 | 0.13% of 410,000 active | Potency, µM (doses to about 38.3 µM), for the others: top-dose activity change, negative = inhibition, most hits filed as inhibitors | HEK293 cAMP-luciferase reporter cells, luminescence, 24 h;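 note: loss of luciferase light is scored as toxicity; potency is the fitted concentration of half-maximal effect; % is set by controls: 0 for no effect and ±100 for the full control effect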
#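 Compound-treated cells are incubated 24 hr at 37 deg C under 5% CO2 after a 12 hour attachment period, then luciferase detection reagent is added and luminescence is measured following 12 min at room temperature; lowered signal indicates toxicity.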
# GLP1R inv ag: inverse agonists of human GLP-1 receptor; HEK293 GLP-1R CRE-luciferase, luminescence, 24 h; GLP-1R form is constitutively active; P43220; Potency, µM (titrated, usually from 38.3 µM), for the others: at the top dose activity change, negative = inhibition, usual class: inhibitors; 1.6% of 410,000 active; note: potency is the fitted concentration of half-maximal effect; % is set by controls: 0 for no effect and ±100 for the full control effect; nearly all actives have a fitted effect of over 55% in size
# Target sequence (P43220 whole entry, looked up): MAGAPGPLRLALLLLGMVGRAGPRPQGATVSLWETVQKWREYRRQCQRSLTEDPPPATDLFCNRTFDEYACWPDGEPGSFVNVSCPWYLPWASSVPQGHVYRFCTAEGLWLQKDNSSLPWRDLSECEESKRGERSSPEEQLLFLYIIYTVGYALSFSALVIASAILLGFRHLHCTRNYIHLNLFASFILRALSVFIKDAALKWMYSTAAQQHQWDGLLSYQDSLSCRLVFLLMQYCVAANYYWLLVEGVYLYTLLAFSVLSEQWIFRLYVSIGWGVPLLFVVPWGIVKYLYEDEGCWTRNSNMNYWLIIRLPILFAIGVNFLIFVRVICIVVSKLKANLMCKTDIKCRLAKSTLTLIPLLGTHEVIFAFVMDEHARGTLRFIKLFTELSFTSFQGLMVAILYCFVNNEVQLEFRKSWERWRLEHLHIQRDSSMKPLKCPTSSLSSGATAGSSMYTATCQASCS
#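 Constitutively active GLP-1R drives a cAMP-responsive luciferase in stably transfected HEK293 cells; test compounds are added after overnight (12 h) attachment and left 24 hr, and signal loss in luminescence marks inhibition.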
# DRD3 agonist: activates the human D3 dopamine receptor; P35462; D3R DiscoveRx beta-arrestin cells, luminescence, 90 min; max activation, %; 0.58% of 410,000 active; in the data active = max activation above about 30%; note: 0% is about no effect; mostly tested at two doses, the higher about 12 µM
#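 Cells at 1500/well, incubated overnight, then treated with pinned compounds (dopamine as control) for 90 min at 37 degrees C. DiscoveRx reagent added for 30 - 60 minutes at room temperature; luminescence read.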
# IL-2 act: IL-2 activation. IL-2 activation reporter assay, cell-based qHTS; stimulated with anti-CD3/CD4/CD28 beads; in transgenic mouse T cells. activation, % (series mostly up to about 46 µM). 0.065% of 360,000 active. AID 652025; in the data active = activation above about 50%; inconclusive = mostly about 30% to 49%; note: 0% is about no effect
#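 Quantitative HTS in unstimulated transgenic mouse T cells, with memory T cells as non-tolerant control and PMA/ionomycin as tolerance-bypass control. Compound pretreatment lasted 60 minutes before 18 h bead stimulation; EGFP/DsRed fluorescence read.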
# PI5P4K alpha inh: inhibitors of human PI5P4K alpha. P48426. PI5P4Kalpha enzyme, ADP-Glo luminescence, 60 min; hits give low values. max response, %. 1.2% of 330,000 active. AID 652105; active = max response of -50% or lower; inconclusive = between -30% and -50%; inactive = -30% or higher; note: value at the top dose of about 77 µM; % is set by controls: 0 for no effect and ±100 for the full control effect
#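 ADP-Glo luminescence end-point after a 60 min room-temperature kinase reaction. PI5P4Kalpha and substrate in HEPES pH 7.4 buffer with EGTA, 0.1% CHAPS and 5% DMSO; ATP at 5 microM final.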
# GLP1R ag: agonists of human GLP-1 receptor; Potency, µM (highest dose often 45.6 µM), inactives show top-dose activation, actives largely listed as activators; AID 624172; HEK293 GLP-1R CRE-luciferase, luminescence, 4-6 h; cells express a hypersensitive GLP-1R form; 0.007% of 380,000 active; P43220; note: potency is the fitted concentration of half-maximal effect; % of control where 0% means no effect
# PLK1 PBD inh: inhibitors of human PLK1 polo-box domain binding; P53350; Plk1 PBD binding of FITC phosphopeptide, fluorescence polarization; Potency, µM, for the others: max response, negative = inhibition, actives largely listed as inhibitors; 2.8% of 360,000 active; note: potency is the fitted concentration of half-maximal effect; series mostly up to about 57 µM; % is set by controls: 0 for no effect and ±100 for the full control effect; nearly all actives have a fitted effect of over 65% in size
# Target sequence (P53350 whole entry, looked up, the tested form may be a part): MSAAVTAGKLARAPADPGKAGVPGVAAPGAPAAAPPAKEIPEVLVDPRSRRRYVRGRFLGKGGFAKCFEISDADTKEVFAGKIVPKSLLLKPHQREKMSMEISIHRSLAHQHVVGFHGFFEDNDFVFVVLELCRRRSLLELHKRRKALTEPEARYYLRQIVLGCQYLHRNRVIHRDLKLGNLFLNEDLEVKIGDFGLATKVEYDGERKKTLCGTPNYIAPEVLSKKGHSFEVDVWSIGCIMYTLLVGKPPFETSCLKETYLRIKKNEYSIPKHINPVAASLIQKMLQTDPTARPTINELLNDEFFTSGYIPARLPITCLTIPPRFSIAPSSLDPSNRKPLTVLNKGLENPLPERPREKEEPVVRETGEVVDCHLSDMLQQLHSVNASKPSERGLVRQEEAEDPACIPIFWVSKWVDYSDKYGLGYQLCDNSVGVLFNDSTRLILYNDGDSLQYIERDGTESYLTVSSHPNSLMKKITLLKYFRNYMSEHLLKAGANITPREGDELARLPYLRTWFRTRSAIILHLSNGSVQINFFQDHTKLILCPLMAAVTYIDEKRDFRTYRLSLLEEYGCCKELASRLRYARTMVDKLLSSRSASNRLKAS
# WRN inhibitor: blocks human WRN helicase. WRN helicase unwinding, fluorescent forked duplex, kinetic. 0.46% of 360,000 active. Potency, µM (titrated, usually from 114 µM), without a hit: at the highest dose activity change, negative = inhibition, most hits filed as inhibitors. Q14191; note: potency is the fitted concentration of half-maximal effect; % is set by controls: 0 for no effect and ±100 for the full control effect; nearly all actives have a fitted effect of over 55% in size
#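 Primary qHTS, 1536-well format. 20 nM WRN + compound, 15 min RT; start with 100 nM forked fluorophore/quencher duplex, 2 mM ATP (final); kinetic read ex 525/em 598 nm.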
# DRD3 antagonist: D3 dopamine receptor (human) antagonism | P35462 | D3R cells, DiscoveRx beta-arrestin luminescence, antagonist mode; hits give low values | max response, negative = inhibition, % | 2.5% of 360,000 active; in the data active = max response below about -50%; inconclusive = no clear call, values can overlap the other calls; note: % is set by controls: 0 for no effect and ±100 for the full control effect; mostly tested at two doses, the higher about 12 µM
#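 Cells expressing the human receptor were seeded at 1500 cells/well, incubated overnight at 37 degrees C in 5% CO2, then exposed to library compounds with dopamine controls for 90 minutes at 37 degrees C before luminescent detection.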
# Starred values were filed as active, the others as inactive; ? = inconclusive; . = not tested or not shown; & = joins results of further samples; [ ] = another dose, or the depositor's remark. Unless noted, calls come from the whole dose curve; as a rule, active = well fitted curve in the direction sought with a large enough effect; inconclusive = small, poorly fitted or top-dose-only effect, or another doubt; inactive = no such curve, though single readings can be large; an effect the other way counts as inactive or inconclusive.
SMILES,HEK293 tox,GLP1R inv ag,DRD3 agonist,IL-2 act,PI5P4K alpha inh,GLP1R ag,PLK1 PBD inh,WRN inhibitor,DRD3 antagonist
COc1ccc(CNC(=O)C(OC(=O)c2ccco2)c2ccccc2)cc1 (centres undefined),3%,6%,-14,0.8,0,4%,-5%,-1%,-11
O=C(CCc1nc(-c2ccc(Cl)cc2)no1)NC1CCCCC1,8%,4%,0,-1.1,5,-3%,-5%,-15%,0
COc1cccc(NC(=O)CN(C)C(=O)CSC(=S)N2CCCC2)c1,2%,0%,-9,-1.1,0,2%,?,0%,19
O=C(Nc1nsc(-c2ccccc2)n1)c1ccc(F)cc1,11%,5%,-6,-0.3,0,-4%,-7%,-2%,-2
Cc1nc2ccccc2cc1C(=O)N/N=C/c1ccccc1[N+](=O)[O-],3%,22%,-7,6.1,-4,4%,-8%,-3%,-2
O=C(c1cccc2nccnc12)N1CCCC(Nc2ccc(F)c(F)c2)C1 (centres undefined),9%,11%,3,-3.0,-6,2%,-5%,-23%,5
COC(=O)C(NC(=O)C(NC(=O)C1CCC(C)CC1)C(C)C)C(C)C (centres undefined),6%,34%[activator],8,-2.6,-1,2%,2%,8%,6
CCOc1cc(N2CCOCC2)c(OCC)cc1NC(=O)COC(=O)c1c(C)noc1C,5%,7%,6,-2.2,7,3%,-4%,1%,35
O=c1ccc2ccccc2o1,-12%,19%,19&4,-0.2,3,-5%&11%,-5%,-1%,16
Cc1ccc(Cn2c(=S)[nH]c3ccc(N4CCOCC4)cc3c2=O)o1,5%,101%[activator],-1,-2.7,.,-14%,21µM*,?,?
COC(=O)c1cc2n(n1)CCN(Cc1ccccc1F)C2=O,-4%,20%,0,2.6,9,-5%,-5%,2%,2
Cc1cc(C)n(CC(=O)NC2CCCc3c2cnn3-c2ccc(C)c(C)c2)n1 (centres undefined),-10%,?,4,-0.1,-2,10%,-8%,12%,1
CCOC(=O)C1(Cc2ccccc2C)CCCN(S(=O)(=O)c2cccnc2)C1 (centres undefined),-16%,-19%,-7,-5.0,-3,2%,-6%,-4%,-3
CCOC(=O)c1c(-c2ccccc2)oc2ccc(OC(C)=O)cc12,-5%,?,14,-0.4,.,17%,-1%,-13%,-12
COc1ccccc1N1CCN(S(=O)(=O)c2c(C)[nH]c(=O)[nH]c2=O)CC1,11%,13%,0,1.4,7,-1%,5%,3%,11
CC(C)(C)OC(=O)N1CC(O)CC1C(=O)OCC(=O)c1ccc(Cl)cc1 (centres undefined),-51%,2%,5,-0.3,.,-4%,-2%,-4%,-7
CC(C)Oc1cc(F)ccc1-c1cc(C(=O)Nc2cccc(Cl)c2)[nH]n1,-24%,?,-9,-0.7,0,-8%,-2%,-7%,0
CCOc1ccc(-c2cc(C(=O)O)c3ccccc3n2)cc1,13%,?,6,-2.8,.,-13%,-6%,-5%,-8
Cc1cc(C)n(-c2ccc(C(=O)N3CCN(S(=O)(=O)c4ccc(C(C)C)cc4)CC3)cc2)n1,9%,7%,10,-0.5,1,-3%,-13%,-2%,-15
Cn1c(=O)c2c(nc(Sc3ccccc3N)n2C)n(C)c1=O,5%,2%,5,1.8,-2,-4%,-23%,-6%,5

# The last 2 entries of the section above open the next one.
SMILES,HEK293 tox,GLP1R inv ag,DRD3 agonist,IL-2 act,PI5P4K alpha inh,GLP1R ag,PLK1 PBD inh,WRN inhibitor,DRD3 antagonist
Cc1cc(C)n(-c2ccc(C(=O)N3CCN(S(=O)(=O)c4ccc(C(C)C)cc4)CC3)cc2)n1,9%,7%,10,-0.5,1,-3%,-13%,-2%,-15
Cn1c(=O)c2c(nc(Sc3ccccc3N)n2C)n(C)c1=O,5%,2%,5,1.8,-2,-4%,-23%,-6%,5
NNC(=O)c1oc2ccccc2c1-n1cccc1,-9%,?,-12,-0.4,-10,23%,-8%,?,-24
CCOC(=O)C1=C(O)/C(=C\c2cccs2)N=C1C,-1%,15%,-4,-2.6,-3,-1%,4%,-8%,14
COc1ccccc1Nc1nn2c(=O)c3ccc(C(=O)NCCC4=CCCCC4)cc3nc2s1,?,?,-5,.,.,-1%,.,.,.
CC(=O)c1cccc(S(=O)(=O)Nc2ccccc2N2CCOCC2)c1,1%,3%,4,2.9,6,4%,-10%,2%,-3
O=C(CSc1nnc(-c2cnccn2)n1Cc1ccco1)c1ccc(Cl)c(Cl)c1,-14%,4%,-3,-3.1,.,3%,-23%,-26%,-16
COc1ccccc1NC(=O)CN1CCN(CC(=O)Nc2ccc(OC)c(OC)c2)CC1,-2%,9%,3,-1.4,0,1%,-8%,2%,1
COc1ccc(OC)c(NC(=O)CN(C)CC(=O)Nc2ccccc2Br)c1,11%,-1%,1,3.7,3,5%,-11%,-14%,5
Cc1cc(C)c(-n2nnnc2SC(C)C)c(C)c1,-3%,-14%,3,-0.1,0,-2%,-5%,8%,-19
Cc1ccc(S(=O)(=O)Nc2nc3ccccc3nc2NCc2ccc3c(c2)OCO3)cc1C,8%[1.53 µM],23%,1,3.8,-4,-1%,-12%,-11%[57.1 µM],11
CCN(C[C@H]1N[C@@](C)(C(=O)OC)[C@H]2C(=O)N(C)C(=O)[C@@H]12)C(=O)Nc1ccc(OC)cc1,3%,-6%,1,-0.4,-4,-4%,-3%,0%,0
CCCCCCN(C(=O)CCCCCN1C(=O)NC(c2ccc([N+](=O)[O-])cc2)C(C(=O)OCc2ccccc2)=C1C)C(C(=O)NCCCC)C1CCCCC1 (centres undefined),-5%,5%,-24,-0.2,0,7%,0%,-5%,-2
NC(=O)c1ccc(Oc2ncc(C(F)(F)F)cc2Cl)cc1,-1%[7.66 µM],-9%[7.66 µM],3,-0.2,5,16%,-8%,-7%,-1
Cc1cccc(C(C)C)c1NS(=O)(=O)c1cn(C)nc1C,-14%,-14%,4,1.1,5,-3%,-3%,2%,5
CCCNC(=O)Cn1cnc2sc(C(=O)Nc3cc(OC)c(OC)c(OC)c3)c(C)c2c1=O,20%,60%[activator],1,0.1,.,13%,-3%,-1%,16
CCOc1ccccc1NC(=O)COC(=O)CCOc1cc(C)ccc1C,6%,1%,-9,-3.2,17,-11%,3%,3%,-16
O=C(CNC(=S)N(CCCN1CCOCC1)Cc1cccs1)NCCCN1CCOCC1,-4%,4%,-13,-1.0,9,4%,-13%,-2%,1
Cc1ccc(C(=O)NC(=S)N2CCCCCC2)cc1,-11%,-23%,-5,-0.4,-1,5%,-4%,-4%,-15
CC1(c2ccc3c(c2)OCO3)NC(=O)N(CC(=O)Nc2ccc(N3CCOCC3)cc2)C1=O (centres undefined),-8%,28%,-2,-0.7,-2,5%,-4%,7%,-5
O=C(O)c1ccccc1-c1ccccc1C(=O)Nc1cccc2ccccc12,-24%,-11%,3,0.2,.,-2%,-2%,1%,-11
O=C(CCN1C(=O)c2ccccc2S1(=O)=O)NCc1ccc(F)cc1,-3%,18%,-17,-3.1,-4,2%,-6%,13%,-10
O=C1CNC(=O)/C1=C/c1ccc(Br)cc1,-7%,5%,-3,-3.2,1,-3%,7.5µM*,10%,-8
CCOC(=O)c1[nH]c(C)c(C(=O)NC(C)CC)c1C (centres undefined),0%,10%,-3,3.7,0,20%,-9%,-1%,6
COc1ccc(Cc2nc(-c3ccccc3)no2)cc1,-7%,0%,0,0.4,.,7%,-4%,-5%,-9
O=C(CN(Cc1cccs1)C(=O)CNS(=O)(=O)c1ccc(Cl)cc1)NCc1ccco1,-10%,-14%,7,-3.1,6,4%,-2%,-13%,8
CN(C(=O)/C=C/c1ccco1)c1ccccc1C(=O)O,2%,1%,-11,-0.4,2,-3%,-19%,-9%,14
COC(=O)c1ccccc1NC(=S)NC(=O)c1ccc2c(c1)OCO2,9%,10%,-18,-3.5,0,-14%,?,-14%,?
CCN1C(=O)CC(N2CCC(Nc3ccc(F)cc3)CC2)C1=O (centres undefined),-11%,-12%,3,-1.2,-6,-17%,3%,-15%,53
COc1cc(CN(C(=O)c2cc3ccccc3oc2=O)C2CCS(=O)(=O)C2)cc(OC)c1OC (centres undefined),8%&-2%,13%&-2%,8&6,-0.4,-6,1%,-12%,0%,-5
COCc1nnc(NC(=O)CCc2ccccc2)s1,-4%,0%,-1,-2.3,-3,0%,-11%,3%,7
O=c1oc2ccccc2c(N2CCCCC2)c1CN1CCCCC1,2%,0%,4,-4.1,0,0%,-3%,-10%,-14
Cn1nc(C(=O)Nc2ccc(-n3cnnn3)cc2)c2ccccc2c1=O,-9%,63%[activator],9,-0.5,3,18%,-1%,1%,12
NC1=NC(=Nc2ccc(S(N)(=O)=O)cc2)c2ccccc21,2%,-9%,1,0.3,-17,1%,-13%,-1%,-18
CC1=CC(C)(C)NC(=S)N1c1ccc2ccccc2c1,?,?,-7&1,0.1&-0.4,-4,10%&-3%,-10%&3%,1%&-7%,-20&6
S=c1[nH]nc(-c2cccs2)n1Cc1ccccc1,2%,-4%,-4,1.8,-14,4%,-20%,-8%,-20
Cc1cccc(NS(=O)(=O)c2csc(C(N)=O)c2)c1,-2%,-3%,-2,0.5,0,-1%,-3%,-6%[57.1 µM],12
COc1ccc(CNC(=O)CCSCc2cccc(Cl)c2)cc1,-9%,?,-2,4.9,7,-3%,1%,-7%,-10
CCCCNC(=O)c1cc2c(=O)n3cccc(C)c3nc2n(Cc2ccncc2)c1=N,.,60%[activator],14,-0.4,.,-9%,-9%,0%,23
O=C(NCCN1CCC(n2c(=O)[nH]c3ccccc32)CC1)c1ccc(Cl)cc1,0%,?,-15,-0.9,-1,-5%,-10%,2%,-51*
C=CCc1cccc(/C=N/c2nc3ccccc3n2CC)c1O,-11%,5%,2,0.7,0,-8%,-7%,-1%,29
CCCCOc1ccc(-c2c(C#N)c(N)nc(SCC(N)=O)c2C#N)cc1,-22%,-11%,-17,0.4,5,2%,-2%,-12%,?
CNc1cc(CS(=O)c2ccccc2)nc(-c2ccccc2)n1 (centres undefined),-9%,3%,1,-0.2,-1,-7%,-2%,-6%,32
O=C1N(c2ccccc2)C[C@@H]2C[C@@H](c3cc4ccccc4o3)N3CCC[C@@]123,-45%,-80%,-7,-1.0,-26,-7%,-23%,?,-13

# Compound activity deposited in PubChem BioAssay by National Center for Advancing Translational Sciences (NCATS).
